GDH-TPI inh: inhibits GDH-TPI coupling enzymes, artifact for Mtb FBA screen; GDH-TPI coupled enzyme counterscreen, NADH absorbance; actives 1.2% (n = 360,000); AID 588335; inhibition, % at 4.8 µM; in the data active means inhibition above about 30%;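 further: 0% = DMSO wells and 100% = wells lacking the enzyme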
UGM FP inh: inhibitors of M. tuberculosis UDP-galactopyranose mutase. AID 504406. purified UGM, fluorescence polarization probe displacement. inhibition, % at 10 µM. P9WIQ1. actives 0.06% (n = 320,000); in the data active means inhibition above about 10%, passing the limit was not always enough; inconclusive means no clear call, values can overlap the other calls
PfHsp40 yeast: restores yeast growth despite PfHsp40 toxicity; growth rescue, % at 12.5 µM; S. cerevisiae expressing PfHsp40, growth rescue, ATP luminescence; AID 504582; actives 0.68% (n = 340,000); in the data active means growth rescue above about 28%, passing the limit was not always enough; inconclusive means no clear call, values can overlap the other calls;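 further: yeast W303a lacking pdr1 and pdr3 grown in galactose medium; growth measured after three days at 30 °C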
BoNT F protease: inhibitors of Botulinum neurotoxin F light chain protease; Multiplex microsphere protease cleavage assay, flow cytometry; actives 0.22% (n = 360,000); inhibition, % at 10 µM; in the data active means inhibition above about 35%, passing the limit was not always enough; inconclusive means no clear call, values can overlap the other calls; further: plate controls were buffer without enzyme for full effect and enzyme alone for no effect
BoNT-A LC inh2: inhibitors of Botulinum neurotoxin A light chain protease; multiplex microsphere protease substrate cleavage, flow cytometry; inhibition, % at 10 µM; actives 0.17% (n = 360,000); AID 588499; further: plate controls were buffer without enzyme for full effect and enzyme alone for no effect
Anthrax LF inh2: anthrax lethal factor protease inhibition | actives 0.12% (n = 360,000) | AID 588501 | multiplex microsphere protease cleavage assay, LF | inhibition, % at 10 µM; further: plate controls were buffer without enzyme for full effect and enzyme alone for no effect
Target sequence (P15917 whole entry, looked up): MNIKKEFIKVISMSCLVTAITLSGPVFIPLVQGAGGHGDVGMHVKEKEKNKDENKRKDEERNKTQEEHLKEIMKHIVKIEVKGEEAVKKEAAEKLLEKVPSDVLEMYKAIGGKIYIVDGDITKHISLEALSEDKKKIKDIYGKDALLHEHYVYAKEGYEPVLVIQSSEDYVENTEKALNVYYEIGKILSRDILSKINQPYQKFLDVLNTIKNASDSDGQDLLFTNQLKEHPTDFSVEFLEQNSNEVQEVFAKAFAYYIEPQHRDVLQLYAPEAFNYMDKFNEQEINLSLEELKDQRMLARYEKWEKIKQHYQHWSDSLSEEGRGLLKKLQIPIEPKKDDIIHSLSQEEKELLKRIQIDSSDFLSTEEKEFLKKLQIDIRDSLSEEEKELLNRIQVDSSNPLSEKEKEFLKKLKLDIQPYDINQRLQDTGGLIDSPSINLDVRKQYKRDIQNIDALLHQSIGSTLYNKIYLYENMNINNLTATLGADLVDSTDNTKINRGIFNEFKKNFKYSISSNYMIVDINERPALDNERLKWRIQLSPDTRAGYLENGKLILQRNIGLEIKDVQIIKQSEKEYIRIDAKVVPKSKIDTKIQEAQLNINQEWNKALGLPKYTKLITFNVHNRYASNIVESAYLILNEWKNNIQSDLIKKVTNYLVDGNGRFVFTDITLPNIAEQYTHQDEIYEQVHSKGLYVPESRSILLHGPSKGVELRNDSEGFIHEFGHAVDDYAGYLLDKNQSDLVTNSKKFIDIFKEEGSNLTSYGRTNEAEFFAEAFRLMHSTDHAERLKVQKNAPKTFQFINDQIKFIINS
FBA Mtb inh: inhibits M. tuberculosis FBA enzyme; P9WQA3; purified M. tuberculosis FBA, fluorescence read-out; inhibition, % at 1 µM; actives 2.3% (n = 360,000); AID 588726; in the data active means inhibition above about 27%;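 further: 0% = vehicle and 100% = reference inhibitor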
BioA inh: BioA (M. tuberculosis) enzyme inhibition | AID 602481 | actives 0.096% (n = 360,000) | purified M. tuberculosis BioA enzyme, plate reader | inhibition, % at 9.99 µM; in the data active means inhibition above about 40%; inconclusive means no clear call, values can overlap the other calls
FadD28 binding: blocks FadD28 binding to the bisubstrate probe | fluorescence polarization | inhibition, % at 12.5 µM | actives 0.22% (n = 360,000) | AID 588549; in the data active means inhibition above about 8.5%, passing the limit was not always enough; inconclusive means no clear call, values can overlap the other calls
An asterisk follows results filed as active; u = inconclusive; x = not tested or not shown. Unless noted, no stated cut-off is given here; in the data, active means inhibition above about 30%; inconclusive means no clear call, values can overlap the other calls; inactive means below that.

Start of the data: the first 15 entries as a preview:
cpd	SMILES	GDH-TPI inh	UGM FP inh	PfHsp40 yeast	BoNT F protease	BoNT-A LC inh2	Anthrax LF inh2	FBA Mtb inh	BioA inh	FadD28 binding
1	O=C(Nn1cnc2ccccc2c1=O)c1ccccc1Cl	2	0.0	1.1	6	1.5	3	1	-1.3	0.6
2	O=C(Cc1cc(=O)[nH][nH]1)N/N=C/c1ccccc1[N+](=O)[O-]	11	-0.1	0.4	-4	-0.1	-3	0	0.4	0.7
3	Fc1cc(Br)cc(F)c1NC(=S)N1CCOCC1	3	-1.9	-2.0	12	-1.3	-2	5	-0.6	-4.1
4	CC(=O)Oc1ccc(-c2nc(-c3cccnc3)no2)cc1	0	-0.9	-4.4	-1	0.3	-2	0	x	u
5	Cc1csc2ncc(C(=O)Nc3ccc4c(c3)OCCO4)c(=O)n12	13	1.7	-1.1	0	-0.5	2	-1	-1.8	-1.1
6	O=C(CCS(=O)(=O)c1ccc(Br)cc1)N1CCN(c2ccc(F)cc2)CC1	-2	0.3	0.9	-4	-2.1	0	1	0.6	0.7
7	COCCn1c(=N)c(C(=O)NCCc2ccccc2)cc2c(=O)n3cccc(C)c3nc21	-2	-1.2	-0.2	9	0.4	-1	117*	x	-3.6
8	O=S(=O)(NCCN1CCOCC1)c1ccc(Cl)s1	-10	4.0	1.3	-3	-0.3	0	-6	1.2	-4.2
9	CCOc1ccccc1-c1nc(CN2CCC(C(=O)N3CCOCC3)CC2)c(C)o1	-13	-0.7	1.3	-10	-1.7	0	-4	1.2	-0.7
10	COc1cccc2cc(-c3cc(=O)oc4cc(C)c(OCC(C)=O)cc34)oc12	11	-2.3	-0.7	4	1.4	2	0	-0.8	-2.5
11	O=C(N/N=C/C=C\c1cccc([N+](=O)[O-])c1)c1ccccn1	34*	0.8	0.1	8	0.2	1	-6	x	-0.3
12	Cc1ccc2[nH]c(CNC(=O)c3ccc(F)cc3)cc2c1	-6	1.2	-0.6	u	-1.5	16	1	0.8	-3.5
13	COc1cccc(Cn2nnc(C(=O)NCCc3ccc(Cl)cc3)c2N)c1	0	1.1	-0.6	-11	-0.7	-7	3	-0.1	-3.4
14	CCS(=O)(=O)N1CCC(C(=O)NCc2ccco2)CC1	0	-0.1	-0.4	-2	-0.1	2	1	0.3	-2.8
15	Cc1nnc(SCC(=O)Nc2ncc(S(=O)(=O)c3ccc([N+](=O)[O-])cc3)s2)s1	-1	-2.3	-1.4	0	-0.8	0	-3	x	1.7

This part in full, previewed entries included:
cpd	SMILES	GDH-TPI inh	UGM FP inh	PfHsp40 yeast	BoNT F protease	BoNT-A LC inh2	Anthrax LF inh2	FBA Mtb inh	BioA inh	FadD28 binding
1	O=C(Nn1cnc2ccccc2c1=O)c1ccccc1Cl	2	0.0	1.1	6	1.5	3	1	-1.3	0.6
2	O=C(Cc1cc(=O)[nH][nH]1)N/N=C/c1ccccc1[N+](=O)[O-]	11	-0.1	0.4	-4	-0.1	-3	0	0.4	0.7
3	Fc1cc(Br)cc(F)c1NC(=S)N1CCOCC1	3	-1.9	-2.0	12	-1.3	-2	5	-0.6	-4.1
4	CC(=O)Oc1ccc(-c2nc(-c3cccnc3)no2)cc1	0	-0.9	-4.4	-1	0.3	-2	0	x	u
5	Cc1csc2ncc(C(=O)Nc3ccc4c(c3)OCCO4)c(=O)n12	13	1.7	-1.1	0	-0.5	2	-1	-1.8	-1.1
6	O=C(CCS(=O)(=O)c1ccc(Br)cc1)N1CCN(c2ccc(F)cc2)CC1	-2	0.3	0.9	-4	-2.1	0	1	0.6	0.7
7	COCCn1c(=N)c(C(=O)NCCc2ccccc2)cc2c(=O)n3cccc(C)c3nc21	-2	-1.2	-0.2	9	0.4	-1	117*	x	-3.6
8	O=S(=O)(NCCN1CCOCC1)c1ccc(Cl)s1	-10	4.0	1.3	-3	-0.3	0	-6	1.2	-4.2
9	CCOc1ccccc1-c1nc(CN2CCC(C(=O)N3CCOCC3)CC2)c(C)o1	-13	-0.7	1.3	-10	-1.7	0	-4	1.2	-0.7
10	COc1cccc2cc(-c3cc(=O)oc4cc(C)c(OCC(C)=O)cc34)oc12	11	-2.3	-0.7	4	1.4	2	0	-0.8	-2.5
11	O=C(N/N=C/C=C\c1cccc([N+](=O)[O-])c1)c1ccccn1	34*	0.8	0.1	8	0.2	1	-6	x	-0.3
12	Cc1ccc2[nH]c(CNC(=O)c3ccc(F)cc3)cc2c1	-6	1.2	-0.6	u	-1.5	16	1	0.8	-3.5
13	COc1cccc(Cn2nnc(C(=O)NCCc3ccc(Cl)cc3)c2N)c1	0	1.1	-0.6	-11	-0.7	-7	3	-0.1	-3.4
14	CCS(=O)(=O)N1CCC(C(=O)NCc2ccco2)CC1	0	-0.1	-0.4	-2	-0.1	2	1	0.3	-2.8
15	Cc1nnc(SCC(=O)Nc2ncc(S(=O)(=O)c3ccc([N+](=O)[O-])cc3)s2)s1	-1	-2.3	-1.4	0	-0.8	0	-3	x	1.7
16	CCC(C(=O)OC)(C(=O)OC)c1ccc([N+](=O)[O-])cc1	4	-2.0	-0.1	0	0.2	-6	-1	3.1	-1.3
17	CCN(CC)CCn1c(NCc2cccc(OC)c2)nc2ccccc21	2	0.5	1.2	-7	-0.9	-5	2	4.2	-3.6
18	O=C(C1=C(O)C(=O)N(CCN2CCOCC2)C1c1cccc(F)c1)c1cc2ccccc2o1 (stereo unspecified)	21	2.2	1.5	4	0.8	-1	5	0.5	1.4
19	Clc1ccc(-n2cc(COCc3ccccc3)nn2)cc1	3	-1.2	1.1	-7	-0.5	-4	5	x	-2.5
20	Cc1ccc2[nH]c(=O)c(CN(CCO)C(=O)N(C)C)cc2c1	1	0.0	0.2	-8	-5.6	-2	7	0.1	0.8
21	Cc1ccc(NCc2nnc(SCC(=O)N3c4ccccc4Sc4ccccc43)o2)c(C)c1	8	3.1	0.1	2	-0.9	-1	-1	-0.7	1.3
22	O=C(Nc1ccc(OCc2ccccc2Cl)cc1)c1cccnc1	-1	0.5	4.4	x	x	x	3	26	-0.3
23	COc1cc2c(cc1OC)NC(=O)C2	4	x	-1.2	4	0.6	-7	-2	x	-0.1
24	COCCNc1oc(/C=C/c2ccccc2)nc1C#N	22	1.7	-1.5	2	-1.1	0	x	x	0.6
25	Clc1ccc(-c2nnc(SCc3cn4ccsc4n3)n2CC2CCCO2)cc1 (stereo unspecified)	11	-0.1	-1.1	-2	0.0	-6	-2	12	-1.9
26	Cc1cccc(NS(=O)(=O)c2nnc(NC(=O)c3ccccc3F)s2)c1	3	3.5	-0.7	-6	-0.3	-8	-1	0.0	-2.2
27	COc1ccc(-c2noc(CCCC(=O)O)n2)cc1	7	0.6	-0.4	2	0.3	-4	2	-1.2	-0.2
28	Cc1cc(SCC(=O)N2CCC(c3noc4ccc(F)cc34)CC2)nc2ccccc12	7	-4.3	7.6	3	1.0	0	0	-0.8	-0.2
29	CC12CCC(O)CC1=CCC1C2CCC2(C)C1CCC21CCC(=O)O1 (stereo unspecified)	-2	-0.7	-0.2	-23	-3.4	-6	3	-0.2	2.5
30	COc1ccc(CNC(=O)CN(Cc2cccs2)C(=O)CCC(=O)Nc2ccccn2)cc1	-2	-0.7	0.0	-1	-1.1	-1	3	0.8	-1.5
31	CCOc1ccc(N2C(=O)CN(c3cccc4ccccc34)C2=S)cc1	-2	-0.2	-0.7	3	-0.8	-10	-2	2.3	-0.6
32	COc1cnn(-c2cc(Oc3ccc(C)cc3)ncn2)c(=O)c1Cl	5	2.6	1.0	-6	-0.5	-7	-1	2.6	-1.9
33	CN(CC(=O)O)S(=O)(=O)c1cccs1	-6	-2.1	4.9	-5	-0.3	0	-2	-4.2	-5.7
34	Cc1ccc(Nc2ccc(C(=O)NC3CCCCC3)cn2)cc1	24	2.5	0.7	2	-1.7	4	1	-2.3	-0.5
35	O=C(CCCCCNC(=O)N1CCn2c1nc1ccccc12)NCCc1ccccc1	-2	1.4	1.1	6	-1.0	0	-7	-1.7	-3.6
36	N#CCc1ccc(Oc2ncc(C(F)(F)F)cc2Cl)cc1	0	1.2	1.3	-2	0.1	0	44*	10	0.0
37	Cc1ccc(-c2n[nH]c(=S)n2/N=C/c2ccc(C(=O)O)cc2)cc1	3	-1.0	0.9	-4	-1.8	15	-1	2.3	0.1
38	Cc1cccc(OCCC(=O)OCc2csc(CC(=O)Nc3ccccc3C)n2)c1	-4	-4.8	-0.3	-10	0.8	-2	-1	0.4	-2.8
39	Cc1nc2ccccc2nc1OCC(=O)NCC(F)(F)F	-1	1.0	0.6	1	0.0	2	5	-0.1	-3.5
40	Cc1ccc(-c2nc(-c3ccncc3)no2)cc1Cl	-1	1.1	0.2	-15	1.0	-8	-7	-0.8	-2.5
41	CCOC(=O)Cn1cc(C(=O)C2CC2)c2ccccc21	-8	1.1	0.2	7	0.5	4	-4	-0.3	-3.0
42	O=C(CC1CCCCC1)N1CCN(c2ccccn2)CC1	2	-1.3	-1.3	-4	-0.2	-2	10	0.3	0.9
43	O=C(NCCCCc1ccccc1)Nc1ccc(F)cc1	-7	1.0	1.0	1	-0.3	0	1	-0.4	-2.3
44	O=C1C[C@@H]2c3c(cccc3CN1Cc1ccc(Cl)cc1)C[C@@H](O)[C@H]2O	9	x	-0.4	-2	-0.1	-7	-1	1.2	-1.7
45	COC(=O)C1C(c2ccccc2)NC(=O)NC1(O)C(F)(F)Cl (stereo unspecified)	-7	-0.3	-0.9	-1	-0.5	1	-2	x	-2.5
46	O=S(=O)(Cc1ccccc1)C(c1ccccc1)S(=O)(=O)Cc1ccccc1	4	x	x	2	-0.1	-4	-1	0.3	-4.0
47	COc1ccc(C(=O)C2CCN(C(=O)c3ccco3)CC2)cc1	15	5.2	2.5	-6	-0.6	-2	1	2.7	-1.9
48	CC(C)c1ccc(C2C(C#N)=C(N)Oc3c2oc(CO)cc3=O)cc1 (stereo unspecified)	4	2.0	0.3	-3	0.0	1	1	x	-1.4
49	O=Cc1cn(-c2ccccc2)nc1-c1ccc(F)cc1	6	0.8	-1.4	-4	1.0	-3	0	-1.9	-1.0
50	Cc1c(O)ccc(/C=N/Nc2nc(-c3cccnc3)nc3ccccc23)c1O	26	1.6	0.4	-11	1.5	-4	0	-0.6	-2.4
51	Nc1nnnn1/N=C/c1cc([N+](=O)[O-])ccc1O	19	3.8	-0.3	-4	0.1	-4	-7	x	-3.0
52	C=CCOc1cccc(C2C(C(=O)c3ccc(C)o3)=C(O)C(=O)N2Cc2ccncc2)c1 (stereo unspecified)	14	1.2	0.5	u	-1.2	-7	2	1.2	-4.3
53	COc1cc(CCC(=O)Nc2cnc3ccccc3c2)cc(OC)c1OC	-3	-2.7	1.1	-2	-2.3	5	-3	5.5	-1.2
54	Cc1ccccc1NC(=S)NNC(=O)c1ccncc1	12	0.6	0.3	2	-0.1	0	1	x	0.9
55	Cc1cc2cc(CN(Cc3cccs3)C(=S)NCC3CCCO3)c(=O)[nH]c2cc1C (stereo unspecified)	6	0.2	0.1	-6	-0.2	-3	-1	-1.1	-11
56	O=S1(=O)CCN2C=Nc3sc4c(c3C2=N1)CCCC4	4	-4.2	0.1	-7	1.2	-2	-3	-0.7	-0.7

High-throughput results (PubChem BioAssay)
